# FLuc counter: inhibits or activates purified firefly luciferase, miR-21 counter-screen; purified FLuc, Km substrates, luminescence inhibition; Potency, µM (doses to about 57.5 µM), for the others: at the highest dose activity change, negative = inhibition, most hits filed as inhibitors; 6.9% of 360,000 active; AID 588342;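 also: potency is read from the fitted curve at half-maximal effect; plate controls were vehicle for no effect and reference inhibitor for full effect; nearly all actives have a fitted effect of over 55% in size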
#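 Purified P. pyralis luciferase (10nM final) with 10uM D-luciferin and 10uM ATP (Km levels) in 50mM Tris acetate pH 7.5, 10mM Mg acetate, 0.01% Tween-20, 0.05% BSA; qHTS 6-point titration, ~60 µM downward; luminescence read.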
# PKM2 act: PKM2 (human) enzyme activation; P14618; purified PKM2, Kinase-Glo ATP luminescence, activation; response scale: 0% is enzyme alone, no compound; Potency, µM (titrated, usually from 57.5 µM), inactives show top-dose activation, most hits filed as activators; 0.34% of 260,000 active; also: potency is read from the fitted curve at half-maximal effect; % is scaled to controls: 0 for no effect and ±100 for the full control effect; nearly all actives have a fitted effect of over 55% in size
#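 Purified hPK-M2 (>95%) run at intermediate activity with 0.1 mM ADP and 0.5 mM PEP in 50 mM imidazole pH 7.2, KCl, MgCl2; 1 h room temperature. ATP formed read by Kinase-Glo luminescence; normalized to uninhibited and no-enzyme controls.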
# ELG1 repair inh: inhibitors of ELG1-dependent DNA repair in HEK293T cells; HEK293T ELG1-luciferase reporter, luminescence, 16 h; DNA damage induced by 5-fluorouridine; 2.3% of 330,000 active; Potency, µM (doses to about 46.1 µM), inactives show top-dose activity change, negative = inhibition, usual class: inhibitors; also: potency is read from the fitted curve at half-maximal effect; % is scaled to controls: 0 for no effect and ±100 for the full control effect; nearly all actives have a fitted effect of over 55% in size
#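 Cells (2,000 per well) received 5-fluorouridine plus test compound or DMSO and were incubated 16 hr at 37 °C, 5% CO2. Luciferase activity was read by luminescence 30 min after ONE-Glo addition; signal suppression marked inhibition of damage-induced ELG1 function.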
# KCNH2 3.1 inh: KCNH2 3.1 (human) potassium channel inhibition | U2OS KCNH2 3.1, thallium flux FluxOr; stronger effect = lower value | activity change, % (tested at about 1.8 µM) | 0.95% of 340,000 active | AID 720553;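 active = maximum activity change below -70%; inconclusive = maximum activity change from -70% to -50%; inactive = maximum activity change above -50%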;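 also: thallium influx rate constant from kinetic fluorescence after stimulation buffer; % is scaled to controls: 0 for no effect and ±100 for the full control effect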
#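 Thallium flux via FluxOr fluorescence (Red40 quencher, 45 min loading) in U2OS cells virally expressing the KCNH2 3.1 isoform (1.77 x 10^8 /mL virus, overnight at 37 C). Rate constants from 2-min kinetic reads post-stimulation, normalised to positive and negative controls.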
# NPC1 promoter act: activates the NPC1 promoter; Huh7 NPC1 promoter luciferase reporter, 24 h; Potency, µM (top dose mostly 9.22 µM), for inactives: at the highest dose activation, most hits filed as activators; 2.4% of 320,000 active; AID 485313;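 also: potency is read from the fitted curve at half-maximal effect; % of control where 0% means no effect; nearly all actives have a fitted effect of over 60% in size; reporter is driven by a mutant NPC1 promoter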
#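 In 1536-well qHTS, Huh7 cells harboring an NPC1 promoter–luciferase construct received compound for 24 h; activation was quantified by luminescence following luciferase reagent addition.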
# MBNL1-CUG inh: inhibitors of human MBNL1 binding to CUG repeat RNA. Potency, µM (highest dose often 57.5 µM), inactives show at the top dose activity change, negative = inhibition, hits mostly inhibitors. Q9NR56. 0.036% of 280,000 active. AID 2675. TR-FRET MBNL1-His/biotin-(CUG)12 binding, 665/545 ratio; active = well fitted inhibition curve with a large enough effect in the signal ratio, with a control signal flat, not every such curve was filed as active; inconclusive = small, poorly fitted or top-dose-only effect, or effect the other way, or a change in a side signal; inactive = no such curve, though single readings can be large or run the other way; the % refers to the signal ratio; also: potency is read from the fitted curve at half-maximal effect; % is scaled to controls: 0 for no effect and ±100 for the full control effect
# Target sequence (Q9NR56 whole entry, looked up): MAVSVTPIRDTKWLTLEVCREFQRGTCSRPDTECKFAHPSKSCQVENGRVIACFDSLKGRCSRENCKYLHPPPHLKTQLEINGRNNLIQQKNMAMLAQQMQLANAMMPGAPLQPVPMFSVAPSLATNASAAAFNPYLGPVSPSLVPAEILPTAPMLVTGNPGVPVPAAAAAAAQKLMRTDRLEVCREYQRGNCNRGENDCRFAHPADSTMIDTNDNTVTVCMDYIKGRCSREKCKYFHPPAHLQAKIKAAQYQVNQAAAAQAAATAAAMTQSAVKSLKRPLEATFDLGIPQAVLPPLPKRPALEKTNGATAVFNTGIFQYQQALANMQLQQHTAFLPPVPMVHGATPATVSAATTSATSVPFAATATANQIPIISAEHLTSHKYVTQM
#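 Compound titration spanned 92 nM–58 uM against the MBNL1-His/biotin-(CUG)12 complex. After 60 min at room temperature with 5 nM streptavidin-XL665 and 0.055 ng/ul terbium anti-His, ratiometric 665/545 nm emission (Ex 340 nm) normalized to controls.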
# Mito fusion act: inhibitors of mitochondrial division or activators of mitochondrial fusion. S. cerevisiae fusion-defective mutant growth rescue, CellTiterGlo 48 h. Potency, µM (doses to about 46.1 µM), for the others: at the top dose growth rescue (activation), actives largely listed as activators. 0.23% of 320,000 active. AID 485298;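 also: potency is read from the fitted curve at half-maximal effect; % of control where 0% means no effect; nearly all actives have a fitted effect of over 45% in size; temperature-sensitive fusion mutants such as fzo1-1 at 37 °C on non-fermentable ethanol glycerol medium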
#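 Compounds are tested for their ability to restore growth of mitochondrial fusion-defective yeast strains at non-permissive 37C in YPEG medium over 48 hours. Viability is quantified by luciferase luminescence.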
# Menin MLL FP TR: menin-MLL binding inhibition, Texas Red mutant peptide; O00255; Menin + Texas Red MLL mutant peptide, fluorescence polarization; Potency, µM (titrated, usually from 61.6 µM), for inactives: at the highest dose FP activity change, negative = inhibition, usual class: inhibitors; 0.23% of 270,000 active; AID 1768; active = well fitted inhibition curve with a large enough effect in the polarisation, with a control signal flat, not every such curve was filed as active; inconclusive = small, poorly fitted or top-dose-only effect, or effect the other way, or a change in a side signal; inactive = no such curve, though single readings can be large or run the other way; the % refers to the polarisation; also: potency is read from the fitted curve at half-maximal effect; % of control where 0% means no effect; many of its hits are not listed in these tables
# Target sequence (O00255 whole entry, looked up): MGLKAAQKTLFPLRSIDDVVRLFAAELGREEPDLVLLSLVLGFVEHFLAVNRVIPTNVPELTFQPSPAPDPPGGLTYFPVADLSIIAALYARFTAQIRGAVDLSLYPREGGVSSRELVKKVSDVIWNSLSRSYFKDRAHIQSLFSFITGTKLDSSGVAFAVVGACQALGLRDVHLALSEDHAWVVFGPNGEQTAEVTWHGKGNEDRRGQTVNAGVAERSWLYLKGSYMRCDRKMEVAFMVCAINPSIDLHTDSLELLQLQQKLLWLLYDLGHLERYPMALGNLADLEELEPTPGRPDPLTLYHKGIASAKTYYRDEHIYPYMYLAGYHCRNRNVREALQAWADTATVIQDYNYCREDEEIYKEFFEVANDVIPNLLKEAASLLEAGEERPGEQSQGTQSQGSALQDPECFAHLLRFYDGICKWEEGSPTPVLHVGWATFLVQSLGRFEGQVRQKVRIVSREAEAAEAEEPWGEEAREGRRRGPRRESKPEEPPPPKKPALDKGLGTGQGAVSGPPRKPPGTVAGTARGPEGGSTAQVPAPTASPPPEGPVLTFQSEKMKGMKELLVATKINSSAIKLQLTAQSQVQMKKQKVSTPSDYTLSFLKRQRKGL
# RORgamma inh: blocks mouse ROR gamma transcriptional activity; Drosophila S2 Gal4-RORgamma UAS-luciferase reporter, 20 h; Potency, µM (series often up to 53.6 µM), for the others: at the top dose activity change, negative = inhibition, actives largely listed as inhibitors; 5.4% of 310,000 active; AID 2551; also: potency is read from the fitted curve at half-maximal effect; % is scaled to controls: 0 for no effect and ±100 for the full control effect; nearly all actives have a fitted effect of over 60% in size
#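 Stable Schneider cell line, Gal4 DNA-binding domain fused to ROR gamma, UAS-luciferase. Cmpd 1 hr RT → CuSO4 700 uM final → 20 hr RT → luciferase reagent 10 min → luminescence.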
# VP16 counter: inhibits Gal4-VP16 luciferase reporter, ROR gamma counter-screen. Drosophila S2 Gal4-VP16 UAS-luciferase, luminescence, 20 h. Potency, µM (top dose mostly 53.6 µM), for inactives: at the top dose activity, negative = inhibition, hits mostly inhibitors. 3.5% of 310,000 active;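 also: Gal4-VP16 expression switched on by copper sulfate through the metallothionein promoter; potency is read from the fitted curve at half-maximal effect; % is scaled to controls: 0 for no effect and ±100 for the full control effect; nearly all actives have a fitted effect of over 50% in size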
# Rab9 promoter act: activators of Rab9 promoter; Huh7 Rab9 promoter-luciferase reporter, luminescence, 24 h; Potency, µM (top dose mostly 9.22 µM), without a hit: at the highest dose activation, negative = inhibition, most hits filed as activators; 2.8% of 320,000 active; also: potency is read from the fitted curve at half-maximal effect; % of control where 0% means no effect; nearly all actives have a fitted effect of over 60% in size
#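 Quantitative HTS format; Huh7 Rab9-luciferase reporter cells (1500/well) receive compound 2 h post-plating, incubate 24 h at 37 °C, then get luciferase reagent for 10 min before luminescence reading.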
# The depositor's hits bear a star; u = inconclusive; x = no result given; & = joins results of further samples; [ ] = another dose, or the depositor's remark. Unless noted, calls follow the shape of the dose curve; as a rule, active = well fitted curve in the direction sought with a large enough effect; inconclusive = small, poorly fitted or top-dose-only effect, or another doubt; inactive = no such curve, though single readings can be large; an effect the other way counts as inactive or inconclusive.
# Each structure is followed by: FLuc counter, PKM2 act, ELG1 repair inh, KCNH2 3.1 inh, NPC1 promoter act, MBNL1-CUG inh, Mito fusion act, Menin MLL FP TR, RORgamma inh, VP16 counter, Rab9 promoter act
> COc1ccc(NC(=O)c2cc3ccc4c5ccccc5[nH]c4c3cc2O)cc1
 : 5%, -15%, 0%, -6, -6%, -8%, -4%, u, -23%, -6%, -2%
> CCc1ccc(OS(=O)(=O)c2cn(C)c(=O)n(C)c2=O)cc1
 : -18%, -20%, -13%, 5, -2%, -1%, u, 7%, 1%, 4%, -5%
> COc1ccccc1N1CCN(C(=O)c2cc(C(C)(C)C)oc2C)CC1
 : 6%, 7%, u, 32, 2%, x, 7%, x, 9%, 0%, -2%
> CC(=O)C1=NN(c2ccc(Cl)cc2)C(c2ccc3c(c2)OCO3)N(C(C)=O)N1C (stereo unspecified)
 : 0%, -1%, u, 26, -6%, x, 19%, x, 1%, -14%, -7%
> Cc1sc(NC(=O)CN2CCOCC2)c(C(=O)c2ccccc2)c1C
 : -1%, -1%, -9%, -17, -1%, 8%, 1%, -10%, -6%, 0%, 1%
> Cc1ccnc(-n2sc3ccccc3c2=O)n1
 : 9.5µM*, u, u, 3, 1%, 15%, 2%, 10%, 11µM*, 11µM*, 3%
> CCOC(=O)C1CCCN(C2CC(=O)N(c3ccc(C)c(C)c3)C2=O)C1 (stereo unspecified)
 : 6%, 4%, 0%, -9, -1%, 1%, -12%, -3%, 22%, 0%, -3%
> N#CC1(P(=O)(c2ccccc2)c2ccccc2)CC1
 : -2%, -4%, 7%, 8, 0%, -5%, 1%, 0%, -14%[10 µM], 3%, 0%
> CCCCn1c(-c2csc3c2CCCC3)n[nH]c1=S
 : -2%, 0%, 3%, 0, 1%, -1%, -4%, 3%, 3.5µM*, u, 2%
> Cc1ccc(-c2nnc(COC(=O)c3cccs3)o2)cc1
 : 6.7µM*, 0%, u, -6, u, -2%, -4%, -12%, x, x, 21%
> CSc1ccc(-c2nc(CN(C)C3CCOC3)c(C)o2)cc1 (stereo unspecified)
 : u, -1%, u, -4, 9%, 7%, 1%, -15%, -20%, 5%, u
> COc1ccc(N2CCN(C(=N)/C(C(C)=O)=C(\C)O)CC2)cc1
 : 3%, 0%, 13%, -5, 0%, -8%, -1%, -5%, 12%, -5%, -3%
> Cn1cccc1/C=N/N1CCN(c2ccccc2)CC1
 : -3%, 0%, -1%, 11, 0%, -2%, -4%, -3%, -6%, -1%, 14%
> CC1Sc2ccc(C(=O)N3CCCC(C(F)(F)F)C3)cc2NC1=O (stereo unspecified)
 : 3%, x, -5%, -2, 0%, x, 15%, x, x, x, -10%
> CSC(=NNC(=O)c1ccc(O)cc1)SC
 : -3%, -22%, u, 9, -1%, -1%, -5%, 2%, 0%, -5%, 1%
> CCN1C(=O)C(C)S/C1=N\S(=O)(=O)c1ccc(Cl)s1 (stereo unspecified)
 : -1%, 4%, -3%, -1, 0%, -4%, 6%, -4%, 18%, 2%, 4%
> C[C@H]1[C@H]2c3nc4ccccc4n3C[C@H]1ON2C1CCCCC1
 : 1%, 2%, -20%, -8, -3%, -1%, -8%, -19%, 11µM*, -3%, -4%
> Cc1cccnc1NC(=S)Nc1ccc(Br)cc1Cl
 : 4.8µM*, 0%, u, -4, 3.2µM*, -5%, 2%, 14%, 2.5µM*, 7.1µM*, 3.2µM*
> CC(C)NC(=O)C1(c2ccccc2)CCOCC1
 : 4%, -9%, 1%, -6, 1%, -1%, -2%, 5%, -10%, -12%, -4%
> O=C(NC1CCCC1)C(c1ccncc1)N(C(=O)c1csnn1)c1cccc(F)c1 (stereo unspecified)
 : 2%, x, 8%, 5, 1%, -5%, 4%, -7%, 6%, 5%, 0%
> O=C(COc1ccc(Cl)cc1Cl)Nn1c(=S)[nH]c2ncccc2c1=O
 : -6%, 1%, 4%, -4, -1%, -6%, 5%, u, 11%, 11%, -4%
> O=C(CC1Nc2cccc3cccc(c23)NC1=O)Nc1ccccc1 (stereo unspecified)
 : -9%, 1%, u, 1, 5%, x, 4%, u, 13%, 1%, 3%
> Cn1ncc(Br)c1NC(=O)CSc1ccc(Cl)cc1
 : -1%, 2%, 7.3µM*, 0, -8%, 2%, 2%, x, 13%, -4%, -18%
> COc1ccc(S(=O)(=O)NCC(=O)N(CC(=O)NCc2ccco2)C2CCCC2)cc1
 : -1%, -1%, 3%, 4, -7%, -3%, -6%, 2%, 3%, 0%, 0%
> O=C(NCCCCCCNC(=O)c1ccccc1O)c1ccccc1O
 : -11%, x, 10µM*, 5, 1%, u, -28%, 3%, 3%, u, 3%
> Clc1ccc(-c2nc3ccccn3c2CN2CCOCC2)cc1
 : -13%, 2%, -8%, -13, 1%, -4%, 18%, 8%, 2%, -7%, -7%
> COc1cc(/C=C2\SC(=Nc3ccc(O)cc3)NC2=O)cc(OC)c1OC
 : 0%, -10%, 2%, -4, -31%[inhibitor], 0%, -2%, x, 0%, -13%, -25%
> CCc1ccccc1NC(=O)CN1CCN(CC(=O)NCc2ccc(Cl)cc2)CC1
 : 0%, x, u, -15, 0%, x, -14%, x, x, x, -6%
> CCCCSc1nnc(-c2ccccc2NC(C)=O)c(=O)[nH]1
 : -16%, 0%, 5%, 2, -2%, 7%, 3%, 2%, -8%, -3%, 12%
> Cn1c(O)c(N=NC(=O)Cn2c(C(F)(F)F)nc3ccccc32)c2ccccc21
 : -2%, -1%, -23%, 4, 2%, 9%, 1%, 5%, u, -8%, 1%
> COC(=O)[C@@]1(Cc2ccc(OC)cc2)[C@H]2c3cc(C(=O)N4CCCC4)n(CCSCCO)c3C[C@H]2CN1C(=O)c1ccccc1
 : -1%, 3%&-6%, 9%, -18, -2%, u, -14%, -8%&-11%, u, -17%&-2%, -11%
> Cc1cccc(NC(=O)CSc2nnc(-c3ccccc3C)o2)c1
 : 0%, -7%, u, -3, u, -4%, -1%, 13%, 5µM*, 1%, 4µM*
> Cc1cc(CN(C)Cc2c(C(=O)N3CCCCCCC3)nc3ccc(Cl)cn23)n[nH]1
 : 1%, -3%, 1%, -1, -4%, 0%, -2%, u, 19%, 2%, -2%
> Cn1c(=O)c2c(ncn2CCCNC2=CC(C)(C)CC(=O)C2)n(C)c1=O
 : 1%, -16%, 5%, x, -3%, -12%, -2%, 10%, 0%, -10%, 1%
> CCC(=O)Nc1cccc(C(=O)N(Cc2ccccc2)Cc2ccccc2)c1
 : 1%, 2%, u, -22, -3%, 1%, 7%, 3%, u, 0%, -4%
> Cc1ccc(O)c(C(=O)c2cnc(/N=C(\N)N(C)C)nc2)c1
 : -3%, -1%, 0%, 5, 2%, 1%, 11%, -19%, -10%, 1%, -9%
> CSc1ncccc1C(=O)N1CCN(S(=O)(=O)c2ccc3ccccc3c2)CC1
 : 5%, x, 1%, 1, -2%, x, -5%, x, x, x, 2%
> COc1ccc2nc(Nc3nc(-c4ccncc4)cs3)sc2c1
 : 1.5µM*, 2%, u, 3, 25%, 4%, 1%, u, -43%, 21%, 29%
> Cc1ccc(C)c(-n2[nH]c3c4c(ccc3c2=O)C(=O)c2ccccc2C4=O)c1
 : 15µM*, 6%, -5%, 6, 1%, x, 1%, -6%, 6.3µM*, -23%, 7%
> CC(=O)N(c1ccccc1C)C1CCCC1
 : 2%, -3%, 4%, -31, 0%, 4%, -3%, -7%, -26%, -7%, -2%
> Cc1cccc(Cn2c(SCCN3CCCCC3)nc3c2c(=O)[nH]c(=O)n3C)c1
 : 3%, 2%, 7%, -81*, -5%, 4%, 15%, x, 0%, 0%, -1%

# Only FLuc counter, for some of the entries so far:
SMILES | FLuc counter
CSC(=NNC(=O)c1ccc(O)cc1)SC | -3%
CCCCSc1nnc(-c2ccccc2NC(C)=O)c(=O)[nH]1 | -16%

# This is a subset; rates above refer to the full screens.
